MrgX1 antagonist – antagonists of human MrgX1 receptor, primary screen, HEK293 cells, Fluo-4 calcium flux | Mas-related G-protein coupled receptor member X1 (Homo sapiens), Q96LB2 | BAM8-22 antagonism; stronger effect = lower value | B-score at 10 µM | 310,000 tested, 1.3% active | AID 588676, 2011;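 active means calcium-response B-score plate-corrected more than 3 library SD below zero, starting fluorescence within 5 deviations, no agonist response on first addition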;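 further: peak minus trough fluorescence over baseline after final BAM8-22 challenge near maximal dose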
Target sequence (Q96LB2 whole entry, looked up): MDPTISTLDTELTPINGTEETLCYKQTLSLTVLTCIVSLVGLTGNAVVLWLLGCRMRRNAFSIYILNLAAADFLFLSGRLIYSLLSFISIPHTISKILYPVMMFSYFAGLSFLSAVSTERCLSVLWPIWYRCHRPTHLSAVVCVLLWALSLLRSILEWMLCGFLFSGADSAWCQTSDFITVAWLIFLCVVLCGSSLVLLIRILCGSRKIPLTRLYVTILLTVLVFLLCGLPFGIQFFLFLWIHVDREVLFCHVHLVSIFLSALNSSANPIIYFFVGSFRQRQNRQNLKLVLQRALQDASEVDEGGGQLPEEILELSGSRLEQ
TRPC6 inh – mouse TRPC6 channel inhibitors, primary screen, cell-based, HEK293, membrane potential dye | Short transient receptor potential channel 6 (Mus musculus), Q61143 | ACh-evoked depolarization; stronger effect = lower value | B-score at 10 µM | 310,000 tested, 1.1% active;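 active means B-score under library mean minus 3 SD, initial fluorescence not abnormally high, positive integrated signal ratio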;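 further: B-score derived from integrated fluorescence ratio over the kinetic read; more negative B-score means stronger inhibition of depolarization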
MrgX1 agonist – agonists of human MrgX1 receptor, primary screen, HEK293 cells, Fluo-4 calcium flux | Mas-related G-protein coupled receptor member X1 (Homo sapiens), Q96LB2 | Fluo-4 calcium fluorescence, agonist mode; stronger effect = higher value | B-score at 10 µM | 310,000 tested, 0.44% active | AID 588627, 2011;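 active means calcium response B-score plate-corrected fluorescence ratio at least 3 library SD, with starting fluorescence B-score inside 5 SD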
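Assay system: MrgX1-expressing HEK293 cells / Amount: fifteen thousand cells per well / Doses: test compound in the initial addition of three / Timing: cells plated overnight, dye loaded 0.5 h 37 °C, 0.5 h room temperature / Technique: kinetic calcium dye fluorescence, Fluo-4 NW / Control set: positive and negative controls per plate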
TRPC4 act – activators of mouse TRPC4 channel, primary screen, Fluo4 calcium, HEK293 TRPC4beta/mu-opioid cells. 310,000 tested, 0.49% active. B-score at 10 µM. AID 2237, 2010. Short transient receptor potential channel 4 (Mus musculus), Q9QUQ5. Fluo4 calcium fluorescence; stronger effect = higher value;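 active means B-score above 5 SD of library B-scores, and initial fluorescence ratio not above library mean plus 5 SD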;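 further: positive B-score marks a calcium rise read as TRPC4 activation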
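Assay system: HEK293 stable line with TRPC4beta plus mu-opioid receptor; schedule: 45 min room-temperature Fluo4 loading, 110 s read; technique: kinetic Fluo4 calcium fluorescence; evaluation: integrated baseline-normalised fluorescence ratio, converted to per-well B score; controls: buffer (low) and maximal DAMGO (high)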
TRPC6 activator – mouse TRPC6 channel activators, primary screen, cell-based, HEK293, membrane potential dye; AID 2550, 2010; 310,000 tested, 0.13% active; B-score at 10 µM; HEK293-TRPC6 membrane potential dye fluorescence; stronger effect = higher value;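 active means B-score of the integrated fluorescence ratio above library mean plus 3 SD, and starting fluorescence ratio within library mean plus 5 SD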;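 further: higher score means more depolarization so channel activation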
MrgX1 allo act – positive allosteric modulators of MrgX1, primary screen, HEK293 cells, Fluo-4 calcium flux; Mas-related G-protein coupled receptor member X1 (Homo sapiens), Q96LB2; FDSS; stronger effect = higher value; B-score at 10 µM; 310,000 tested, 0.63% active;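 active means plate-corrected calcium response at least 3 library SD above typical, normal starting fluorescence, not activating the receptor alone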;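 further: compound read alongside a low EC10 to EC30 dose of BAM8-22 agonist; peak minus trough fluorescence over baseline measured at the second addition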
TRPC4 block – inhibitors of mouse TRPC4 channel, primary screen, Fluo4 calcium, HEK293 TRPC4beta/mu-opioid cells. Short transient receptor potential channel 4 (Mus musculus), Q9QUQ5. DAMGO-evoked Fluo4 calcium flux; stronger effect = lower value. B-score at 10 µM. 300,000 tested, 0.39% active;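 active means B-score over 3 SD under the library average, no early fluorescence shift, positive overall ratio signal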
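Material: HEK293 cells with stable TRPC4beta plus mu-opioid receptor expression; probe or stimulus: DAMGO in two steps, submaximal then maximal; technique: Fluo4 calcium fluorescence by kinetic imaging, 5 s 1 Hz baseline; measure: integrated fluorescence ratio relative to baseline, converted to per-well B score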
SKKanGAS inh – S. pyogenes SKKanGAS growth inhibitors in kanamycin, primary screen, streptokinase expression inhibitor project, SKKanGAS strain, BacTiter-Glo luminescence. inhibition, % at 7.5 µM. 6 h. AID 1662, 2009. 300,000 tested, 1.3% active;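 active means mean replicate score, as percent of positive control median, at least 50; inconclusive means mean below 50 but one replicate at or above 50; inactive means mean and every replicate below 50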;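 further: strain carries kanamycin resistance gene driven by streptokinase promoter and grows in 40 µg/ml kanamycin; loss of luminescence reflects streptokinase promoter inhibition or plain growth inhibition; 0% = median of DMSO wells and 100% = positive control at its reference dose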
TRPC4 PAM – positive allosteric modulators of TRPC4, primary screen, cell-based, mouse TRPC4beta, HEK293 mu-opioid, Fluo-4 calcium; Short transient receptor potential channel 4 (Mus musculus), Q9QUQ5; DAMGO EC20, Fluo-4 Ca2+ flux; stronger effect = higher value; B-score at 10 µM; 310,000 tested, 0.42% active; AID 2227, 2009;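 active means B-score of calcium response area above 5 SD of library B-scores, with initial fluorescence ratio within 5 SD of library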;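 further: B-score of integrated fluorescence ratio over time as area under calcium response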
ANO1 block – TMEM16A chloride channel inhibitors, primary screen, cell-based, HTS; Anoctamin-1 (Mus musculus), Q8BHY3; HEK293 TMEM16A/YFP iodide influx fluorescence, ionomycin; normalized B-score (activity score, 25-100; higher = stronger inhibition) at 10 µM; 310,000 tested, 1.2% active;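 active means ratio plate-corrected score three or more library SD toward inhibition, starting fluorescence score within five deviations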;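 further: score derived from kinetic fluorescence span divided by baseline fluorescence per well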
TMEM16A act – TMEM16A chloride channel activators or potentiators, primary screen, cell-based, HTS. Anoctamin-1 (Mus musculus), Q8BHY3. HEK293 TMEM16A/YFP-H148Q/I152L, iodide quench fluorescence; stronger effect = lower value. B-score at 10 µM. 340,000 tested, 0.3% active. AID 623877, 2012;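 active means fluorescence-ratio B-score plate-corrected deviation score at least 3 library SD below zero, with starting fluorescence score within 5 deviations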;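 further: channel opened by trigger with iodide after compound preincubation; score built on the fluorescence ratio of max minus min over baseline; more negative score means more quench and so TMEM16A activation or potentiation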
An asterisk follows results filed as active; i = inactive; ? = inconclusive; / = not tested or not shown. Hits appear at their usual frequency, and some 6.7% of all compounds hit somewhere here.

Compound	MrgX1 antagonist	TRPC6 inh	MrgX1 agonist	TRPC4 act	TRPC6 activator	MrgX1 allo act	TRPC4 block	SKKanGAS inh	TRPC4 PAM	ANO1 block	TMEM16A act
CC(=O)Nc1ccc(NC(=O)c2ccccc2N(C)S(=O)(=O)c2ccc(C)cc2)cc1	i	i	i	i	i	i	i	-4.8	i	i	i
CCCCC(=O)NC(c1ccccc1Cl)c1ccc2cccnc2c1O (configuration not stated)	i	i	i	i	i	i	i	69.2*	i	i	i
CCOCCCNC(=O)c1c[nH]c2cc(OC)ccc2c1=O	i	i	i	i	i	i	i	3.2	i	i	i
Nc1nc2ccccc2n1Cc1ccc(Cl)c(Cl)c1	i	i	35.9*	i	i	i	i	2.7	i	i	i
CCc1cc(=O)oc2c(C)c(O[C@@H]3O[C@H](CO)[C@@H](O)[C@H](O)[C@H]3O)ccc12	i	i	i	i	i	i	i	-0.2	i	i	i
CN(C)/C=C1\SC(=S)N(N2C(=O)C3C4C=CC(C4)C3C2=O)C1=O (configuration not stated)	i	i	i	i	i	i	i	-0.4	i	i	i
CCOC(=O)CSc1ccc(C(=O)NCCCN2CCOCC2)cc1[N+](=O)[O-]	i	i	i	i	i	i	i	-3.7	i	i	i
O=C(O)CCC(=O)N1N=C(c2c(-c3ccccc3)c3cc(Cl)ccc3[nH]c2=O)CC1c1cccs1 (configuration not stated)	i	i	i	i	i	i	i	31.1	i	i	i
COc1ccc(Cl)cc1-c1n[nH]c(=S)n1C1CCCCC1	i	i	i	i	i	i	i	1.5	i	i	i
COc1ccc(NC(=O)c2cc(SC)ccc2Cl)cc1	i	i	i	i	i	i	i	-6.9	i	i	i
CC(C)NC(=S)Nc1ccc2cn[nH]c2c1	i	i	i	i	i	i	i	2.1	i	i	i
CCOC(=O)/C=c1\s/c(=C\c2ccc(C#N)cc2)c(=O)n1CC(=O)Nc1cccc(C)c1C	i	i	i	i	i	i	i	3.2	i	i	i
O=C(c1cc(-c2ccccc2)on1)N1CCN(Cc2ccc3c(c2)OCO3)CC1	i	i	i	i	i	i	i	-13.1	i	i	i
CC(C)(C)C(=O)NCCN1CCN(C(=O)C(C)(C)C)CC1	i	i	i	i	i	i	i	-4.3	i	i	i
O=C(COc1c(Cl)cccc1Cl)Nc1ccccc1N1CCCC1	i	i	i	i	i	i	i	?	i	25*	i
COc1ccc(C(=O)N(CCCO)Cc2cc3c(C)ccc(C)c3[nH]c2=O)cc1OC	/	i	/	i	i	/	i	-0.3	i	/	/
CCN(CC(=O)Nc1c(F)cccc1F)C(=O)CCNC(=O)c1ccc([N+](=O)[O-])cc1	i	i	i	i	i	i	i	1.8	i	i	i
CCN(CC)c1ccc(NC(=O)CSc2nc3ccccc3c(=O)n2-c2cc(S(=O)(=O)N(C)C)ccc2C)cc1	i	i	i	i	i	i	i	-1.1	i	i	i
COc1cc(Cc2cc(N)nc(N)n2)cc(OC)c1OC	i	i	i	i	i	i	i	70.8*	i	i	i
Cc1csc(NC(=O)c2cc(-c3ccco3)nc3ccccc23)n1	i	i	i	i	i	i	i	-2.3	i	i	i
CCCCC(=O)N/N=C/c1sccc1C	i	i	i	i	i	i	i	-2.2	i	i	i
COc1ccc(C2=NOC(C(=O)NCc3cccs3)C2)cc1 (configuration not stated)	i	i	i	i	i	i	i	-7.0	i	i	i
Fc1ccc(Nc2nc(N3CCOCC3)nc(N3CCOCC3)n2)cc1	i	i	i	i	i	i	i	-6.2	i	i	i
O=C(Nc1ccc2c(c1)OCO2)c1ccc(N2CCCC2)c([N+](=O)[O-])c1	i	i	i	i	i	i	i	-4.3	i	i	i
Cc1ccc(N2CC(NC(=O)C3CC3)CC2=O)cc1 (configuration not stated)	i	i	i	i	i	i	i	-0.5	i	i	i
Cc1cc(C)nc(NNC(=O)c2ccccc2O)n1	i	i	i	i	i	i	i	0.3	i	i	i
O=S(=O)(NCC1CCCO1)c1ccc(-c2ccc(S(=O)(=O)NCC3CCCO3)cc2)cc1 (configuration not stated)	i	i	i	i	i	i	i	12.1	i	i	i
COc1ccc(CCNCC(O)COc2cccc(C(C)=O)c2)cc1OC (configuration not stated)	i	i	i	i	i	i	i	1.8	i	i	i
O=C(Nc1ccc(NC(=O)c2ccccc2Cl)nc1)c1ccco1	i	i	i	i	i	i	i	-1.3	i	i	i
Cc1cc(Cl)ccc1OCC(=O)N1C(C)CCCC1C (configuration not stated)	i	i	i	i	i	12*	i	10.4	i	i	i
Cc1ccc(NC(=S)N(CCCN2CCCC(C)C2)Cc2ccco2)cc1C (configuration not stated)	i	i	i	i	i	i	i	3.7	i	i	i
O=C(NCC1CCCN1S(=O)(=O)c1cccs1)c1ccc(F)c(F)c1 (configuration not stated)	i	i	i	i	i	i	i	3.0	i	i	i
COc1ccc(/C=C/c2c([N+](=O)[O-])c(=O)n(C)c(=O)n2C)cc1O	i	i	i	i	i	i	i	9.1	i	i	i
Cc1cc(Br)ccc1NC(=O)CSc1nnc(CN2CCOCC2)n1C	i	i	i	i	i	i	i	1.8	i	i	i
CCc1cc2c(=O)c(-c3ccc4c(c3)OCCO4)coc2cc1OS(C)(=O)=O	i	i	i	i	i	i	i	5.5	i	i	i
COc1ccc(Nc2ncnc3sccc23)c(OC)c1	i	i	i	i	i	i	i	4.1	i	i	i
COCC(=O)Nc1ccc(C(=O)Nc2ccccc2Cl)cc1	i	i	i	i	i	i	i	-2.5	i	i	/
Cc1c(Cc2ccccc2)c(=O)oc2c(C)c(OCC(=O)Nc3ccc(C#N)cc3)ccc12	i	i	i	i	i	i	i	5.6	i	i	i
COc1ccc(OCC(=O)Nc2ccc(S(=O)(=O)N(C)c3ccccc3)cc2)cc1	/	i	/	i	i	/	i	11.2	i	/	i
O=C(Nc1ccccc1)OCC(CN1CCCCC1)OC(=O)Nc1ccccc1 (configuration not stated)	i	/	i	/	/	i	/	/	/	i	i
O=C1OC(c2ccccc2)c2ccccc21 (configuration not stated)	i	i	i	i	i	i	i	-6.8	i	i	i
O=c1[nH]c2ccccc2c(=O)n1CCCO	i	i	i	i	i	i	i	-1.1	i	i	i
CCC1(c2ccccc2)NC(=O)N(CC(=O)Nc2cccc(C#N)c2)C1=O (configuration not stated)	i	i	i	i	i	i	i	7.1	i	i	i
O=C(COc1ccc(Cl)cc1Cl)NCc1ccco1	i	i	i	i	i	i	i	3.5	i	i	/
CC(C)(C)C(=O)c1sc2nc(-c3cccs3)cc(C(F)(F)F)c2c1N	i	i	i	i	i	i	i	4.3	i	i	i
CC(C)[C@H](NC(=O)c1ccccc1)C(=O)OCC(=O)Nc1ccc2c(c1)OCCO2	i	i	i	i	i	i	i	5.4	i	i	i
COc1ccccc1N1CCN(C2=NS(=O)(=O)c3ccccc32)CC1	i	i	i	i	i	i	i	1.7	i	i	i
CC(C)c1ccc(C2(O)C(=O)Nc3cc(Br)ccc32)c(O)c1 (configuration not stated)	i	i	i	i	i	i	i	-3.0	i	i	i
COc1ccc(C2CC(=O)C(C=NCCN3CCN(C(C)=O)CC3)=C(O)C2)cc1 (configuration not stated)	i	i	i	i	i	i	i	2.7	i	i	i
CCn1cc(CCCC(=O)NCc2cccc(OC)c2)c2ccccc21	i	i	i	i	i	i	i	-2.4	i	i	i
O=C(N/N=C/c1ccc(OC(F)F)cc1OC(F)F)NC1CCCCC1	i	i	i	i	i	i	i	0.9	i	i	i
Cc1c(NC(=O)c2ccco2)cccc1C(=O)NN1C(=O)c2ccccc2C1=O	i	i	i	i	i	i	i	-3.7	i	i	i
O=C(CC1SCCNC1=O)Nc1cccc(C(F)(F)F)c1 (configuration not stated)	i	i	i	i	i	i	i	2.6	i	i	i
COc1cc(C#Cc2c(-c3ccccc3)n(C)c3ccccc23)cc(OC)c1	i	i	i	i	i	i	i	-0.9	i	i	i
CCCN(C(=O)Cc1c(C(=O)O)n(C)c2ccccc12)c1cccc(C)c1	i	i	i	i	i	i	i	0.9	i	i	i
CCc1cccc(CC)c1-n1c(SCn2nnc3ccccc3c2=O)nnc1-c1cccnc1	i	i	i	i	i	i	i	-3.0	i	i	i
COc1ccc2c(C)cc(=O)oc2c1C	i	i	i	i	i	i	i	-3.8	i	i	i
Cc1cc(NN)nc(NS(=O)(=O)c2ccccc2Cl)n1	i	i	i	i	i	i	i	-1.2	i	i	i
O=C(OCC(=O)C12CC3CC(CC(C3)C1)C2)c1cccnc1Cl	i	i	i	i	i	i	i	3.7	i	i	i
COc1cc(Cl)c(C)cc1NC(=O)CSc1ccc(NC(C)=O)cc1	i	i	i	i	i	i	i	-0.7	i	i	i
Cc1ccc(/C=N/Nc2nc(C)cc(C)n2)cc1	i	i	i	i	i	i	i	-10.9	i	i	i
